PLK1 PBD inh: PLK1 (human) polo-box domain binding inhibition. P53350. Plk1 PBD binding of FITC phosphopeptide, fluorescence polarization. Potency, µM, for the others: max response, negative = inhibition, actives largely listed as inhibitors. 2.8% of 360,000 active; further: potency means the concentration at half of the fitted maximal effect; series mostly up to about 57 µM; on the % scale 0 is the no-effect control and ±100 the full control effect; nearly all actives have a fitted effect of over 65% in size
CCT chaperon mod: changes cytosolic chaperonin activity | purified chaperonin ATPase assay, HTRF ADP detection, 30 min | activity change, % (concentration not given with the values), hits read low | 0.3% of 360,000 active | AID 651819; in the data active means activity change below about -30%; further: on the % scale 0 is the no-effect control and ±100 the full control effect
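We incubate TRiC, 40 or 20 nM final, with library compounds at 76 uM and 10 uM ATP for 30 min at 37 °C. ADP formed is detected with Transcreener HTRF reagents after 30 min at room temperature.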
EPAC1 antag: EPAC1 (human) antagonism | O95398 | EPAC1 GEF assay, Rap1b-BODIPY-GDP exchange fluorescence | Potency, µM (series often up to 115 µM), without a hit: at the highest dose activity change, negative = inhibition, usual class: inhibitors | 0.14% of 360,000 active;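 further: potency means the concentration at half of the fitted maximal effect; plate controls were vehicle for no effect and positive control for full effect; nearly all actives have a fitted effect of over 50% in size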
Target sequence (O95398 whole entry, looked up): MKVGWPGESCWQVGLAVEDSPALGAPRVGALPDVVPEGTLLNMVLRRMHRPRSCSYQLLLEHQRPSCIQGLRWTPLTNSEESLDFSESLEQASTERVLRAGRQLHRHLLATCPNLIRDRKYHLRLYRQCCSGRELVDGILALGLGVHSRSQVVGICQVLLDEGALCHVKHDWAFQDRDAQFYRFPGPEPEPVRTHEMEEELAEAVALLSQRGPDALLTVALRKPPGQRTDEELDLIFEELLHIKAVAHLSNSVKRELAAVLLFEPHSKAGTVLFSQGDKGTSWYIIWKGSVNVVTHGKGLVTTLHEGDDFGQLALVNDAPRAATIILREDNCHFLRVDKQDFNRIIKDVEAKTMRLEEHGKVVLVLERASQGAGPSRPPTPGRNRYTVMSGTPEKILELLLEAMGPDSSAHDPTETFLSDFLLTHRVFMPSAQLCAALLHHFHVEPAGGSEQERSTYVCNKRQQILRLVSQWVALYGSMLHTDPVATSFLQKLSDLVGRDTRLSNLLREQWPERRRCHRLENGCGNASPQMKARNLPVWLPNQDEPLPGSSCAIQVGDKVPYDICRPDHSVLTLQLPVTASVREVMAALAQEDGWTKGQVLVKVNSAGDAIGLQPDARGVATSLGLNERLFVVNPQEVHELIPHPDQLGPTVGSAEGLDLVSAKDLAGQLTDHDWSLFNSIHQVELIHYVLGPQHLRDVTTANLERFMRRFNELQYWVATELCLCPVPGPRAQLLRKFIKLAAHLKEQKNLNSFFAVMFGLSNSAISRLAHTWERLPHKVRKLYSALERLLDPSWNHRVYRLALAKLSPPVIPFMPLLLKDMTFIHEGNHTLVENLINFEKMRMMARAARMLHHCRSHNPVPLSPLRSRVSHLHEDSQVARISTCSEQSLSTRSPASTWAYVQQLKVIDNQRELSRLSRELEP
PI5P4Ka inh: inhibitors of human PI5P4K alpha; P48426; PI5P4Kalpha enzyme, ADP-Glo luminescence, 60 min; active compounds read low; max response, %; 1.2% of 330,000 active; AID 652105; active means max response of -50% or lower; inconclusive means between -30% and -50%; inactive means -30% or higher; further: value at the top dose of about 77 µM; on the % scale 0 is the no-effect control and ±100 the full control effect
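ADP-Glo luminescence end-point read after a 60 min room-temperature kinase reaction of PI5P4Kalpha plus substrate, initiated with ATP at 5 microM final. Buffer: 0.038 M HEPES pH 7.4, EGTA, 0.1% CHAPS, 5% DMSO.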
WRN helicase inh: WRN helicase (human) inhibition; WRN helicase unwinding, fluorescent forked duplex, kinetic; Potency, µM (series often up to 114 µM), inactives show at the top dose activity change, negative = inhibition, hits mostly inhibitors; 0.46% of 360,000 active; further: potency means the concentration at half of the fitted maximal effect; on the % scale 0 is the no-effect control and ±100 the full control effect; nearly all actives have a fitted effect of over 55% in size
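Enzyme (20 nM final) and test compound sit together 15 min at room temperature before substrate addition. Substrate is a single-forked duplex oligonucleotide (100 nM) labelled with fluorophore and quencher, with 2 mM ATP; helicase unwinding raises red fluorescence, read kinetically.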
IL2 activator: activates IL-2 in a cell-based reporter assay; IL-2 activation reporter assay, cell-based qHTS; stimulated with anti-CD3/CD4/CD28 beads; in transgenic mouse T cells; activation, % (series mostly up to about 46 µM); 0.065% of 360,000 active; in the data active means activation above about 50%; inconclusive means mostly about 30% to 49%; further: 0% is about no effect
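Unstimulated transgenic mouse T cells, 750 per well, received compound and, after 60 minutes, anti-CD3/anti-CD4 bead plus anti-CD28 stimulation. EGFP and DsRed were quantified after 18 hours.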
EPAC1 ag: activates human EPAC1 exchange factor; O95398; EPAC1 agonist qHTS, biochemical assay; response scale: 100% = response to 6.5 mM cAMP; Potency, µM (doses to about 154 µM), for inactives: at the highest dose activation, actives largely listed as activators; 0.073% of 360,000 active; AID 720707; further: potency means the concentration at half of the fitted maximal effect; nearly all actives have a fitted effect of over 60% in size
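EPAC1 100 nM, Rap1B–BODIPY-GDP 250 nM, unlabeled GDP 50 uM; compound titration; 5 min RT; kinetic read ex480/em540 at 5-min intervals ×30 min; data normalized to 6.5 mM cAMP agonist control.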
EPAC2 agonist: activates human EPAC2 exchange factor | Q8WZA2 | EPAC2 activation, biochemical qHTS; response scale: 100% = 6.5 mM cAMP response | Potency, µM (highest dose often 154 µM), inactives show at the top dose activation, actives largely listed as activators | 0.079% of 360,000 active; further: potency means the concentration at half of the fitted maximal effect; nearly all actives have a fitted effect of over 50% in size
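Readout is BODIPY fluorescence (480 nm excitation, 540 nm emission), which falls as labeled GDP is exchanged off Rap1B. EPAC2 at 100 nM acted on 250 nM RAP1B-BODIPY-GDP with 50 uM GDP present.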
Numbers without * were called inactive; ? = inconclusive; nt = no result given; [ ] = another dose, or the depositor's remark. Unless noted, the call rests on the fitted dose curve; in most records, active means well fitted curve in the direction sought with a large enough effect; inconclusive means small, poorly fitted or top-dose-only effect, or another doubt; inactive means no such curve, though single readings can be large; an effect the other way counts as inactive or inconclusive.

no.	Compound	PLK1 PBD inh	CCT chaperon mod	EPAC1 antag	PI5P4Ka inh	WRN helicase inh	IL2 activator	EPAC1 ag	EPAC2 agonist
1	COCCNC(=O)c1cc2cc(Br)cc(Br)c2oc1=O	-7%	0.7	11%	1	-10%	2.0	-1%	5%
2	CCOc1ccc(C(C(=O)NCC2CCCO2)N(Cc2cccs2)C(=O)c2snc(C(N)=O)c2N)cc1 (configuration not stated)	-4%	1.5	0%	1	-19%	-3.8	-1%	2%
3	Cc1cc(NC(=O)C(C)SCC(=O)OC(C)C(=O)Nc2cccc(C#N)c2)no1 (configuration not stated)	-1%	-0.2	6%	4	-1%	0.9	-6%	0%
4	O=C(O)c1cc(S(=O)(=O)NCC2CCCO2)ccc1Cl (configuration not stated)	-7%	-2.5	3%	nt	4%	-1.0	4%	9%
5	O=C(CCNC(=O)c1ccccc1Cl)Nc1cc(C(F)(F)F)ccc1Cl	-25%	-3.1	-10%	9	-24%	-2.5	5%	3%
6	Cc1cc(C)cc(OCCCC(=O)O)c1	2%	0.0	?	8	-12%	0.3	-4%	1%
7	CSCCC(NC(=O)c1ccc(Cl)cc1Cl)C(=O)N1CCN(C(=O)c2ccccc2)CC1 (configuration not stated)	2%	-0.6	1%	7	-6%	0.3	12%	10%
8	Cc1cc(O)c(/C=N/Nc2ccccc2Cl)c(=O)o1	-7%	-1.1	0%	0	3%	0.4	2%	4%
9	CCOC(=O)N(C)c1c(CC)nc2c(OCc3ccc(Cl)cc3)cccn12	-1%	-0.4	-16%	-2	-1%	-0.2	-5%	10%
10	CC(OC(=O)CCCN=C1NS(=O)(=O)c2ccccc21)C(=O)Nc1ccc(F)cc1Cl (configuration not stated)	-2%	0.6	-15%	-4	1%	-3.8	-6%	8%
11	O=C(NCCC1=CCCCC1)C1CCC(CNc2c(N3CCCCC3)c(=O)c2=O)CC1 (configuration not stated)	3%	-1.0	0%	2	-6%	-3.1	-6%	-9%
12	Cc1cc(S(=O)(=O)N2CCC3(CC2)OCCO3)c(C)cc1Cl	-15%	-0.9	-7%	3	-27%	1.5	-14%	4%
13	COC(=O)c1cn(NC(=O)C2CCCCC2)c(=O)c2ccccc12	-3%	0.4	9%	-3	4%	-0.3	-2%	-7%
14	Cc1cc2ccccc2c(=O)n1CC(=O)NC1CCCCCC1	-2%	-0.6	-8%	-6	-14%	1.2	0%	0%
15	CN(Cc1ccc(Cl)cc1Cl)C(=O)C1CSC2(C)CCC(=O)N12 (configuration not stated)	-3%	1.1	-4%	1	5%	-3.2	10%	10%
16	CC1(C2CC2)NC(=O)N(CC(=O)Nc2cc(S(=O)(=O)N3CCCCC3)ccc2Cl)C1=O (configuration not stated)	-13%	-1.4	-2%	1	9%	-0.1	4%	13%
17	COc1ccc(C(=O)NCC(=O)OCC(=O)NC(=O)c2ccc(C(C)(C)C)cc2)cc1OC	4%	-1.0	6%	2	-8%	0.0	5%	2%
18	CN(C(=O)COC(=O)c1c[nH]c(=O)[nH]c1=O)C1CCCCC1	2%	1.0	10%	-1	4%	-1.7	-3%	2%
19	CCOc1cccnc1Sc1ccccc1	-2%	-1.1	7%	5	6%	0.4	-8%	5%
20	CC(C)N(C(=O)CC1ON(C)C(=O)N1c1ccc(Cl)cc1)C(C)C (configuration not stated)	-10%	-2.2	7%	7	-9%	-1.8	-9%	-2%

Three entries already listed, arranged by their value in EPAC2 agonist, lowest first:
no. | Compound | PLK1 PBD inh | CCT chaperon mod | EPAC1 antag | PI5P4Ka inh | WRN helicase inh | IL2 activator | EPAC2 agonist
8 | Cc1cc(O)c(/C=N/Nc2ccccc2Cl)c(=O)o1 | -7% | -1.1 | 0% | 0 | 3% | 0.4 | 4%
4 | O=C(O)c1cc(S(=O)(=O)NCC2CCCO2)ccc1Cl (configuration not stated) | -7% | -2.5 | 3% | nt | 4% | -1.0 | 9%
15 | CN(Cc1ccc(Cl)cc1Cl)C(=O)C1CSC2(C)CCC(=O)N12 (configuration not stated) | -3% | 1.1 | -4% | 1 | 5% | -3.2 | 10%

New compounds follow:
no.	Compound	PLK1 PBD inh	CCT chaperon mod	EPAC1 antag	PI5P4Ka inh	WRN helicase inh	IL2 activator	EPAC1 ag	EPAC2 agonist
21	O=C(O)c1ccc(Br)c(S(=O)(=O)N2CCCC2)c1	-11%	-1.1	-4%	nt	9%	-1.7	8%	7%
22	S=C(c1nc2ccccc2[nH]1)N1CCOCC1	24µM*	-3.9	8%	-21	0%	0.1	0%	5%
23	CCc1nc(SCc2ccc(F)cc2)n[nH]1	-11%	-1.9	-2%	0	1%	-2.0	3%	1%
24	CCN(Cc1ccncc1)C(=S)Nc1ccccc1	-3%	-3.9	-14%	1	-6%	-0.7	4%	1%
25	COc1ccc(S(=O)(=O)NCc2ccccn2)cc1Br	-6%	0.4	1%	-10	6%	-2.5	6%	8%
26	NC(=O)c1ccc(Sc2nnc(-c3cccs3)n2CC2CCCO2)c([N+](=O)[O-])c1 (configuration not stated)	-3%	1.3	-8%	-3	-6%	2.7	-7%	-3%
27	CC1(C)CC(=O)C(N=Nc2cc(C(F)(F)F)ccc2Cl)=C(O)C1	-4%	-1.3	-8%	4	3%	0.2	-14%	-8%
28	Cc1[nH]n(-c2ccccc2)c(=O)c1C=Nc1ccc(S(N)(=O)=O)cc1	-1%	0.6	-10%	8	-14%	-0.4	5%	-2%
29	COc1ccc(CC(=O)Nc2cc(NC(=O)Cc3ccc(OC)c(OC)c3)cc(C(=O)O)c2)cc1OC	-11%	-1.5	-27%	9	6%	-0.9	11%	9%
30	COCC(C)n1c(SCc2ccc(C(=O)OC)cc2)nc2ccccc2c1=O (configuration not stated)	0%	-1.7	-7%	14	-8%	-0.7	12%	5%
31	CCOC(=O)c1cnn(Cc2cccc(Cl)c2)c1C	-7%	-0.4	-17%	13	4%	0.1	5%	11%
32	Cc1ccc(CNC(=O)CSc2nnc3n2CCCCC3)cc1	-16%	1.1	-7%	3	1%	0.8	5%	9%
33	CC(=O)Oc1ccc(Cn2c(C)c(C(=O)NCCC#N)sc2=O)cc1	-1%	0.8	5%	-5	6%[57.1 µM]	0.8	-5%	4%
34	Cc1c(CCC(=O)N[C@@H](CC(C)C)C(=O)O)c(=O)oc2cc3oc4c(c3cc12)CCCC4	?	-0.9	-3%	-6	-8%	0.3	2%	3%
35	COc1ccc(C)cc1S(=O)(=O)NCCN1CCOCC1	3%	-3.2	2%	14	11%	-2.9	-2%	0%
36	COc1ccc(S(=O)(=O)N2CCCCC2)cc1NS(=O)(=O)c1ccc(CNC(C)=O)cc1	-17%	-0.3	-8%	-8	-6%	0.2	0%	4%
37	Cc1cc(C)c(NC(=O)CSc2nnc(CNC(=O)c3ccccc3F)o2)c(C)c1	-9%	-1.2	2%	-2	1%	-0.5	6%	12%
38	CC1(C)Oc2ccc3ccc(=O)oc3c2/C(=C/Nc2ccccn2)C1=O	-2%	-1.9	9%	nt	-2%	-3.3	-5%	4%
39	CCOc1ccc(CN2C(=O)CC(=O)N(S(=O)(=O)c3ccc(OCC)cc3)C2=O)cc1	-9%	-0.2	?	8	-9%	-0.1	6%	-1%
40	COc1ccccc1C(=O)Nc1ccnn1C1CCN(Cc2ncc[nH]2)CC1	-9%	-1.3	29%	-8	-12%	-2.7	-8%	6%

By substructure, those above containing fluorine (5)
no.	Compound	PLK1 PBD inh	CCT chaperon mod	EPAC1 antag	PI5P4Ka inh	WRN helicase inh	IL2 activator	EPAC1 ag	EPAC2 agonist
5	O=C(CCNC(=O)c1ccccc1Cl)Nc1cc(C(F)(F)F)ccc1Cl	-25%	-3.1	-10%	9	-24%	-2.5	5%	3%
10	CC(OC(=O)CCCN=C1NS(=O)(=O)c2ccccc21)C(=O)Nc1ccc(F)cc1Cl (configuration not stated)	-2%	0.6	-15%	-4	1%	-3.8	-6%	8%
23	CCc1nc(SCc2ccc(F)cc2)n[nH]1	-11%	-1.9	-2%	0	1%	-2.0	3%	1%
27	CC1(C)CC(=O)C(N=Nc2cc(C(F)(F)F)ccc2Cl)=C(O)C1	-4%	-1.3	-8%	4	3%	0.2	-14%	-8%
37	Cc1cc(C)c(NC(=O)CSc2nnc(CNC(=O)c3ccccc3F)o2)c(C)c1	-9%	-1.2	2%	-2	1%	-0.5	6%	12%

Carrying on.
no.	Compound	PLK1 PBD inh	CCT chaperon mod	EPAC1 antag	PI5P4Ka inh	WRN helicase inh	IL2 activator	EPAC1 ag	EPAC2 agonist
41	CCc1nnc(NC(=O)C2CC(=O)N(Cc3ccccc3)C2)s1 (configuration not stated)	-9%	1.1	-22%	-3	-25%	0.4	-2%	-3%
42	CCc1c(O)nc(SCC(N)=O)n(-c2ccccc2F)c1=O	0%	-1.0	-6%	nt	-17%	-2.8	2%	4%
43	COc1ccc(NC(=O)COC(=O)Cn2nnc3ccccc32)cc1	-3%	-0.9	-29%	2	-7%	1.6	3%	5%
44	CN(C)S(=O)(=O)c1ccc(NC(=O)CN2C(=O)NC3(CCCC3)C2=O)cc1	-4%	0.5	5%	-14	12%	0.5	-4%	10%
45	Cc1cc(-c2ccccc2)nc(N/N=C/c2ccccc2F)n1	-1%	-0.8	-10%	-2	-13%	0.1	15%	4%
46	CC1Cc2ccccc2N1C(=O)COC(=O)c1ccccc1NCCO (configuration not stated)	-6%	0.0	-5%	1	-30%	1.2	-1%	2%
47	CC(=O)Nc1ccc(C2=CC(=O)CC(C)(C)C2)cc1	?	-3.4	6%	-8	3%	-0.3	-23%	5%
48	COc1ccc(CC(=O)Nc2nncs2)cc1OC	-7%	-1.1	-14%	nt	-10%	1.5	3%	8%
49	Cc1ccc(C(=O)c2c3ccc(C(F)(F)F)cc3[n+]([O-])n2CCCC(N)=O)cc1	-10%	-1.0	11%	3	8%	-1.8	-19%	-9%
50	COc1ccc(-c2csc(NC(=O)c3ccc(S(=O)(=O)N4CCc5ccccc5C4)cc3)n2)cc1	-3%	-1.9	-6%	6	-2%	-1.9	-5%	-2%
51	O=C(COc1ccc(F)cc1Br)Nc1ccccc1N1CCCC1	-1%	1.7	-4%	9	6%	-2.5	-5%	8%
52	CC(=O)N1CCN(C(=O)OC2CC3CC2[C@H]2CCCCN2C3=O)CC1 (some centres not stated)	2%	-1.1	-23%	0	4%	-1.0	-3%	-2%
53	COc1ccc(N(C)S(=O)(=O)c2ccc3c(c2)oc(=O)n3C)cc1	0%	-0.8	-15%	0	6%	1.3	4%	8%

From PubChem BioAssay

This is a subset; the hit share may differ from the screen's.
